Screening results from PubChem BioAssay.
FadD28 binding: blocks FadD28 binding to the bisubstrate probe; inhibition, % at 12.5 µM; AID 588549; fluorescence polarization; 360,000 tested, 0.22% active; in the data active = inhibition above about 8.5%, passing the limit was not always enough
Mtb FBA inh: inhibits M. tuberculosis FBA enzyme; purified M. tuberculosis FBA, fluorescence read-out; inhibition, % at 1 µM; 360,000 tested, 2.3% active; AID 588726; in the data active = inhibition above about 27%;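 note: 0% = vehicle and 100% = reference inhibitor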
Target sequence (P9WQA3 whole entry, looked up): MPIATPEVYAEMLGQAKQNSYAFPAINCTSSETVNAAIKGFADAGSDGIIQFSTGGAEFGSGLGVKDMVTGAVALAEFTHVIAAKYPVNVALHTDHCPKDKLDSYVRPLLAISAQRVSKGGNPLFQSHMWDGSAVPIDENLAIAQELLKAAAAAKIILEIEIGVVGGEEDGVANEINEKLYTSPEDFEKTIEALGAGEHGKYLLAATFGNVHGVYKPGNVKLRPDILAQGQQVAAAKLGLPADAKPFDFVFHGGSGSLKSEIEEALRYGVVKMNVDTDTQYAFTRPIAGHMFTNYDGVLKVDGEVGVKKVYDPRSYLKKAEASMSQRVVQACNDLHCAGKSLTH
BoNT F protease: inhibitors of Botulinum neurotoxin F light chain protease; 360,000 tested, 0.22% active; inhibition, % at 10 µM; Multiplex microsphere protease cleavage assay, flow cytometry; in the data active = inhibition above about 35%, passing the limit was not always enough; note: plate controls were buffer without enzyme for full effect and enzyme alone for no effect
CCHF vOTU inh: CCHFV vOTU protease inhibition; inhibition, % at 11.5 µM; 370,000 tested, 0.55% active; AID 651958; Pep-AMC fluorescence; note: 0% = vehicle wells with enzyme and 100% = no enzyme wells
UGM FP inh: inhibitors of M. tuberculosis UDP-galactopyranose mutase; AID 504406; inhibition, % at 10 µM; P9WIQ1; 320,000 tested, 0.06% active; purified UGM, fluorescence polarization probe displacement; in the data active = inhibition above about 10%, passing the limit was not always enough
Target sequence (P9WIQ1 whole entry, looked up): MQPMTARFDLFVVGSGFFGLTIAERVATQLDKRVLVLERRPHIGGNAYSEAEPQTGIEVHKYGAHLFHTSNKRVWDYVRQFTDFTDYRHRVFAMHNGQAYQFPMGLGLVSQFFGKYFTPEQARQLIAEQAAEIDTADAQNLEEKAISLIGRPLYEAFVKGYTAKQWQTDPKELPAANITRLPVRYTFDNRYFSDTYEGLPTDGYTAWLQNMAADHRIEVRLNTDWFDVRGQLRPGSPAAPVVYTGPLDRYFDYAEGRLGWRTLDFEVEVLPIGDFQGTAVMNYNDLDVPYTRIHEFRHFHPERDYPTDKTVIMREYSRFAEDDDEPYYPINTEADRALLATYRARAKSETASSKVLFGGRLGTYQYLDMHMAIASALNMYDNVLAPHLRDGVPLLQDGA
BoNT A protease: BoNT A light chain protease inhibition. multiplex microsphere protease substrate cleavage, flow cytometry. inhibition, % at 10 µM. 360,000 tested, 0.17% active; in the data active = inhibition above about 30%; note: plate controls were buffer without enzyme for full effect and enzyme alone for no effect
PrPC surface inh: reduces human prion protein on the cell surface. inhibition, % at 13.8 µM. P04156. 370,000 tested, 0.43% active. AID 720596. cell surface PrPC, TR-FRET read-out; in the data active = inhibition above about 24%; note: 0% = median of the test wells and 100% = reference compound wells
Mtb BioA inh: inhibitors of Mycobacterium tuberculosis BioA enzyme; purified M. tuberculosis BioA enzyme, plate reader; AID 602481; inhibition, % at 9.99 µM; 360,000 tested, 0.096% active; in the data active = inhibition above about 40%
GDH-TPI inh: GDH-TPI coupled enzyme inhibition counter-screen; 360,000 tested, 1.2% active; AID 588335; GDH-TPI coupled enzyme counterscreen, NADH absorbance; inhibition, % at 4.8 µM;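 note: 0% = DMSO wells and 100% = wells lacking the enzyme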
Active calls of the source: *. Cut-off read from the data, not from the text of the source, unless noted: active = inhibition above about 30%; inactive = the rest.

How did CCOC(=O)c1c(C)[nH]c(C)c1S(=O)(=O)NCCCN1CCOCC1 do in these assays?
FadD28 binding: -0.8; Mtb FBA inh: -0.9; BoNT F protease: 8.8; CCHF vOTU inh: 9.7; UGM FP inh: -1.1; BoNT A protease: 1.9; PrPC surface inh: -3.2; GDH-TPI inh: -6.5

What do the screens show for `O=C(Nc1ccc(CN2CCOCC2)cc1)c1ccc(-c2cccc([N+](=O)[O-])c2)o1`?
FadD28 binding: -2.7; Mtb FBA inh: 2.5; BoNT F protease: 3.1; CCHF vOTU inh: 2.1; UGM FP inh: 4.8; BoNT A protease: 2.5; PrPC surface inh: -21.8; Mtb BioA inh: 0.7; GDH-TPI inh: 15.7

How did O=C(CSc1ncn[nH]1)Nc1ccc(S(=O)(=O)N2CCCC2)cc1 do in these assays?
FadD28 binding: -1.6; Mtb FBA inh: 6.1; BoNT F protease: -3.7; CCHF vOTU inh: 8.9; UGM FP inh: 1.8; BoNT A protease: 0.5; PrPC surface inh: 3.2; Mtb BioA inh: 2.6; GDH-TPI inh: -0.8

How did Cc1cccc(C)c1NC(=O)Nc1nnc([C@H]2C[C@H](O)[C@@H](CO)O2)s1 do in these assays?
FadD28 binding: 0.1; Mtb FBA inh: -3.4; BoNT F protease: -1.6; CCHF vOTU inh: 11.8; BoNT A protease: 0.2; PrPC surface inh: -5.1; Mtb BioA inh: 0.1; GDH-TPI inh: 3.6

Results for COc1ccccc1NC(=O)Cn1c(=O)sc2ccccc21 ?
FadD28 binding: -4.0; Mtb FBA inh: 0.4; BoNT F protease: 1.5; CCHF vOTU inh: -0.5; UGM FP inh: 1.0; BoNT A protease: -0.3; PrPC surface inh: 0.6; Mtb BioA inh: -2.2; GDH-TPI inh: -5.7

Results for COc1ccc(C(O)c2nc(-c3ccc(Cl)cc3)cs2)cc1 (stereo not drawn) ?
FadD28 binding: -3.3; Mtb FBA inh: -3.3; BoNT F protease: 9.0; CCHF vOTU inh: -4.1; BoNT A protease: 0.2; PrPC surface inh: 6.8; Mtb BioA inh: 1.2; GDH-TPI inh: 5.4

How did O=C(C1=C[C@H](c2ccc(C(F)(F)F)cc2)C[C@H](OCCCCO)O1)N1CCOCC1 do in these assays?
FadD28 binding: 0.0; Mtb FBA inh: 4.0; BoNT F protease: 0.1; CCHF vOTU inh: -7.7; UGM FP inh: -0.3; BoNT A protease: 0.0; PrPC surface inh: 3.2; Mtb BioA inh: 0.4; GDH-TPI inh: 17.9

Results for COc1ccc2nc(NC(=O)CN3CCN(C)CC3)sc2c1 ?
FadD28 binding: -2.1; Mtb FBA inh: 1.9; BoNT F protease: 0.1; CCHF vOTU inh: -5.3; UGM FP inh: 0.3; BoNT A protease: -0.5; PrPC surface inh: 0.9; Mtb BioA inh: -1.0; GDH-TPI inh: 2.5

How did COc1ccc(CNC(=O)COC(=O)CCOc2ccc(C)cc2)cc1 do in these assays?
FadD28 binding: -0.1; Mtb FBA inh: -1.0; BoNT F protease: -3.8; CCHF vOTU inh: 1.2; UGM FP inh: -0.3; BoNT A protease: 0.6; PrPC surface inh: -10.1; Mtb BioA inh: 0.6; GDH-TPI inh: 1.0

What do the screens show for `CC(C)N(C)c1ncnc2c1ncn2[C@H]1CN(Cc2ccncc2)C[C@@H](CO)O1`?
FadD28 binding: -1.8; Mtb FBA inh: 3.0; BoNT F protease: 0.6; CCHF vOTU inh: 5.8; BoNT A protease: 0.6; PrPC surface inh: 13.7; Mtb BioA inh: 0.9; GDH-TPI inh: 8.9

How did NS(=O)(=O)c1cccc(NC(=O)CSc2nn(-c3ccccc3)c(=S)s2)c1 do in these assays?
FadD28 binding: -11.3; Mtb FBA inh: -11.8; BoNT F protease: -7.3; CCHF vOTU inh: 1.9; UGM FP inh: -1.5; BoNT A protease: 0.1; PrPC surface inh: -13.5; Mtb BioA inh: 4.5; GDH-TPI inh: 11.1

Results for O=[N+]([O-])c1ccccc1NCCNc1ncc(C(F)(F)F)cc1Cl ?
FadD28 binding: -1.7; Mtb FBA inh: -4.1; BoNT F protease: -13.1; CCHF vOTU inh: 7.8; UGM FP inh: -3.7; BoNT A protease: -0.2; PrPC surface inh: -0.6; GDH-TPI inh: 0.0

Results for CC(C)C[C@H]1CN(CCCC[C@H]2CNC(=O)C(=O)N2CCc2ccccc2)C(=O)C(=O)N1CCc1ccccc1 ?
BoNT F protease: 0.3; CCHF vOTU inh: 5.3; BoNT A protease: 0.0; PrPC surface inh: 4.0

What do the screens show for `CC(=O)Oc1ccc2occ(/C=N/c3cc(=O)[nH]c(=S)[nH]3)c(=O)c2c1`?
FadD28 binding: -2.5; Mtb FBA inh: -1.4; BoNT F protease: 0.9; CCHF vOTU inh: 12.6; UGM FP inh: 3.4; BoNT A protease: -0.2; PrPC surface inh: -0.8; Mtb BioA inh: 0.9; GDH-TPI inh: 39.2*

How did CCC(Sc1ccccn1)C(=O)Nc1cccc([N+](=O)[O-])c1 (stereo not drawn) do in these assays?
FadD28 binding: -1.7; Mtb FBA inh: 3.9; BoNT F protease: -3.4; CCHF vOTU inh: -6.6; UGM FP inh: 3.3; BoNT A protease: -0.1; PrPC surface inh: -10.8; GDH-TPI inh: 3.8

The final 2 records of the part before come first, to join the parts:
What do the screens show for `CC(=O)Oc1ccc2occ(/C=N/c3cc(=O)[nH]c(=S)[nH]3)c(=O)c2c1`?
FadD28 binding: -2.5; Mtb FBA inh: -1.4; BoNT F protease: 0.9; CCHF vOTU inh: 12.6; UGM FP inh: 3.4; BoNT A protease: -0.2; PrPC surface inh: -0.8; Mtb BioA inh: 0.9; GDH-TPI inh: 39.2*

How did CCC(Sc1ccccn1)C(=O)Nc1cccc([N+](=O)[O-])c1 (stereo not drawn) do in these assays?
FadD28 binding: -1.7; Mtb FBA inh: 3.9; BoNT F protease: -3.4; CCHF vOTU inh: -6.6; UGM FP inh: 3.3; BoNT A protease: -0.1; PrPC surface inh: -10.8; GDH-TPI inh: 3.8

Results for Cc1cc(N2CCCC2)ccc1NC(=O)CN1C(=O)NC(C)(c2ccccc2)C1=O (stereo not drawn) ?
FadD28 binding: -5.1; Mtb FBA inh: 0.8; BoNT F protease: -7.1; CCHF vOTU inh: 13.2; UGM FP inh: 0.7; BoNT A protease: -0.1; PrPC surface inh: 4.1; Mtb BioA inh: 0.1; GDH-TPI inh: -2.4

How did CC(C)(C)NS(=O)(=O)c1ccc(NC(=O)C2CCCCC2)cc1 do in these assays?
FadD28 binding: -1.7; Mtb FBA inh: 5.9; BoNT F protease: -2.7; CCHF vOTU inh: 4.0; UGM FP inh: 0.0; BoNT A protease: -0.9; PrPC surface inh: -2.5; Mtb BioA inh: -0.6; GDH-TPI inh: 5.1

What do the screens show for `CCN(CC(=O)Nc1ccc(OC)cc1)C(=O)c1ccc(Cl)c(S(=O)(=O)N2CCCC2)c1`?
FadD28 binding: -2.3; Mtb FBA inh: 2.0; BoNT F protease: -1.0; CCHF vOTU inh: 2.8; UGM FP inh: 2.0; BoNT A protease: -1.2; PrPC surface inh: 5.8; Mtb BioA inh: 2.7; GDH-TPI inh: 7.5

Results for CCSc1ccc(-c2cc(NC=O)c3ncc(-c4cc(OC)c(OC)c(OC)c4)n3c2)cc1 ?
FadD28 binding: -0.3; Mtb FBA inh: 4.0; BoNT F protease: 2.9; CCHF vOTU inh: 8.0; BoNT A protease: 1.2; PrPC surface inh: -6.3; Mtb BioA inh: -5.9; GDH-TPI inh: 8.0

What do the screens show for `O=C(Cc1c(F)cccc1Cl)NNC(=O)c1ccncc1`?
FadD28 binding: -3.0; Mtb FBA inh: -1.7; BoNT F protease: -9.1; CCHF vOTU inh: -1.8; UGM FP inh: 5.2; BoNT A protease: 1.0; PrPC surface inh: 0.2; Mtb BioA inh: -3.0; GDH-TPI inh: 10.5

How did CS(=O)(=O)Nc1ccccc1N=C(c1ccccc1)c1ccccc1 do in these assays?
FadD28 binding: -4.1; Mtb FBA inh: -3.2; BoNT F protease: 21.2; CCHF vOTU inh: -8.0; UGM FP inh: -1.3; BoNT A protease: -0.3; PrPC surface inh: 9.3; Mtb BioA inh: -0.9; GDH-TPI inh: -4.3

Results for C#CCOCCOCCOCCNc1nc(N2CCOCC2)nc(N2CCN(C(=O)Cn3cc(CC(C)O)nn3)CC2)n1 (stereo not drawn) ?
FadD28 binding: -1.2; Mtb FBA inh: 0.5; BoNT F protease: -13.2; CCHF vOTU inh: 1.6; UGM FP inh: 0.9; BoNT A protease: 0.3; PrPC surface inh: 7.8; Mtb BioA inh: -1.8; GDH-TPI inh: -2.8

What do the screens show for `C=CC1=C2C=C(C3CC3)N(CC3CC3)C=C2C(=O)C(C)(OC(=O)c2ccco2)C1=O` (stereo not drawn)?
FadD28 binding: -0.3; Mtb FBA inh: -5.5; BoNT F protease: -25.3; CCHF vOTU inh: 12.4; UGM FP inh: -1.3; BoNT A protease: 1.2; PrPC surface inh: -8.7; Mtb BioA inh: -0.3; GDH-TPI inh: 4.3

Results for CC(C(=O)Nc1ccc(S(=O)(=O)N2CCCC2)cc1)N1CCN(c2ccccc2O)CC1 (stereo not drawn) ?
FadD28 binding: -3.8; Mtb FBA inh: -2.0; BoNT F protease: -11.8; CCHF vOTU inh: 10.9; UGM FP inh: -3.1; BoNT A protease: 1.4; PrPC surface inh: 3.3; Mtb BioA inh: -1.2; GDH-TPI inh: -6.7

Results for COc1ccc(CC(=O)N2N=C(C)CC2(O)C(F)(F)F)cc1OC (stereo not drawn) ?
FadD28 binding: -1.8; Mtb FBA inh: 2.8; BoNT F protease: -6.9; CCHF vOTU inh: -14.0; UGM FP inh: 1.1; BoNT A protease: -0.8; PrPC surface inh: -9.3; GDH-TPI inh: -1.9

How did Cc1ccc(OCCC(=O)Nc2ccc(C)c(F)c2)cc1 do in these assays?
FadD28 binding: -1.4; Mtb FBA inh: -0.1; BoNT F protease: 7.1; CCHF vOTU inh: 9.3; UGM FP inh: -2.1; BoNT A protease: -1.0; PrPC surface inh: 3.2; Mtb BioA inh: -0.3; GDH-TPI inh: 4.8

How did NC(=O)c1nsnc1-c1ccccc1O do in these assays?
FadD28 binding: -0.3; Mtb FBA inh: -0.3; BoNT F protease: -1.7; UGM FP inh: -2.2; BoNT A protease: 0.1; Mtb BioA inh: -2.0; GDH-TPI inh: 3.8

Results for O=S(=O)(Cc1ccccc1Cl)NCCc1ccc(F)cc1 ?
FadD28 binding: -2.7; Mtb FBA inh: 0.0; BoNT F protease: 3.2; CCHF vOTU inh: -2.1; UGM FP inh: 1.2; BoNT A protease: -5.2; PrPC surface inh: -5.2; Mtb BioA inh: -0.6; GDH-TPI inh: -3.2

Results for COc1ccc(/C=C/C(=O)Nc2c(C)nn(C)c2C)cc1COc1ccc(Br)cc1 ?
FadD28 binding: -3.6; Mtb FBA inh: -0.5; BoNT F protease: -1.3; CCHF vOTU inh: -12.4; UGM FP inh: -1.0; BoNT A protease: 0.0; PrPC surface inh: -7.3; Mtb BioA inh: -1.2; GDH-TPI inh: 14.4

How did O=C(NCCCn1ccnc1)c1cc(S(=O)(=O)N2CCOCC2)ccc1F do in these assays?
FadD28 binding: 0.4; Mtb FBA inh: 0.8; BoNT F protease: 3.4; CCHF vOTU inh: -1.2; UGM FP inh: -0.2; BoNT A protease: 0.3; PrPC surface inh: -2.7; Mtb BioA inh: -2.4; GDH-TPI inh: 0.6

How did O=C1c2ccccc2-c2nnc(-c3ccc(O)cc3)cc21 do in these assays?
FadD28 binding: -2.1; Mtb FBA inh: -1.8; BoNT F protease: -1.8; CCHF vOTU inh: -7.0; UGM FP inh: 1.4; BoNT A protease: 0.3; PrPC surface inh: -6.8; GDH-TPI inh: -5.2

How did CC1CCC(NC(=O)c2ccc(NC(=O)CC3SC(N4CCCC4)=NC3=O)cc2)CC1 (stereo not drawn) do in these assays?
FadD28 binding: -4.4; Mtb FBA inh: -2.4; BoNT F protease: -3.9; CCHF vOTU inh: 0.2; UGM FP inh: 0.7; BoNT A protease: 2.7; PrPC surface inh: 3.7; Mtb BioA inh: 0.2; GDH-TPI inh: 0.7

How did Cc1ccccc1NC(=S)NNc1ncc(C(F)(F)F)cc1Cl do in these assays?
FadD28 binding: -0.9; Mtb FBA inh: 2.8; BoNT F protease: -31.0; CCHF vOTU inh: 6.3; UGM FP inh: 6.8; BoNT A protease: -1.5; PrPC surface inh: 6.4; Mtb BioA inh: 2.0; GDH-TPI inh: 3.5

What do the screens show for `O=C(CSc1nnc(CCc2ccccc2)n1-c1ccc(Cl)cc1)NCc1ccccc1`?
FadD28 binding: -2.0; Mtb FBA inh: -0.5; BoNT F protease: 0.2; CCHF vOTU inh: 11.2; UGM FP inh: -0.5; BoNT A protease: 0.0; PrPC surface inh: -13.1; Mtb BioA inh: 3.6; GDH-TPI inh: -1.5
